Tb PFK block: T. brucei PFK enzyme inhibition. O15648. T. brucei PFK, ADP-Glo luminescence. Potency, µM (titrated, usually from 57.5 µM), for the others: at the top dose activity, negative = inhibition, hits mostly inhibitors. hit rate 0.17% among 330,000. AID 485367;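 note: potency is the fitted concentration of half-maximal effect; 0% = uninhibited 1x PFK enzyme wells and -100% = no-enzyme wells; nearly all actives have a fitted effect of over 60% in size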
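ADP-Glo luminescence quantified ADP after 45 min at room temperature, with 1.25 nM T. brucei PFK, 0.1 mM ATP and 0.5 mM fructose-6-phosphate in pH 8.0 TEA buffer. qHTS titrations up to 57 µM; curves classified by quality.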
Mito fusion act: mitochondrial division inhibition or fusion activation. AID 485298. Potency, µM (top dose mostly 46.1 µM), inactives show top-dose growth rescue (activation), usual class: activators. hit rate 0.23% among 320,000. S. cerevisiae fusion-defective mutant growth rescue, CellTiterGlo 48 h;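 note: potency is the fitted concentration of half-maximal effect; % of control where 0% means no effect; nearly all actives have a fitted effect of over 45% in size; temperature-sensitive fusion mutants such as fzo1-1 at 37 °C on non-fermentable ethanol glycerol medium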
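Read-out: ATP-based luminescence (CellTiterGlo, 10 min ambient) reporting growth of fusion-defective ts yeast after 48 hours at 37C on glycerol/ethanol YPEG medium in the presence of compound.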
TSHR antagonist: human thyrotropin receptor antagonism | TSHR-expressing cells, TSH-stimulated cAMP HTRF, 2 h; active compounds read low | P16473 | activity change, negative = inhibition, % at 11.5 µM | hit rate 0.2% among 330,000;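 active = activity change below a set negative limit, meaning inhibition stronger than a set level, cut at about -70% in these data; inconclusive = activity change between two set negative limits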; note: % is set by controls: 0 for no effect and ±100 for the full control effect
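Competitive HTRF cAMP read-out (cryptate anti-cAMP antibody, cAMP-d2; 30 min, room temperature) in freshly harvested TSHR cells. Compounds added before TSH at EC80 (4nM final), followed by 2 hours' incubation at 37 deg C.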
Eya2 phos inh: blocks the phosphatase activity of human Eya2. recombinant Eya2, OMFP fluorescence dephosphorylation (OMFP is methylfluorescein phosphate). Potency, µM (highest dose often 76.9 µM), for inactives: at the top dose activity, negative = inhibition, hits mostly inhibitors. hit rate 0.006% among 330,000; note: potency is the fitted concentration of half-maximal effect; % is set by controls: 0 for no effect and ±100 for the full control effect
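Eya2 (0.2 uM) preincubated 10 min at ambient with compound, then OMFP substrate added at 50 uM; 10 min reaction in 50 mM HEPES pH 7.5, 50 mM NaCl, 5 uM MgCl2, 0.05% BSA, 1 mM DTT. Fluorescence read at Ex 485/Em 525 nm.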
ELG1 DNA repair: blocks ELG1-dependent DNA repair in HEK293T cells | Potency, µM (highest dose often 46.1 µM), inactives show at the top dose activity change, negative = inhibition, actives largely listed as inhibitors | HEK293T ELG1-luciferase reporter, luminescence, 16 h; DNA damage induced by 5-fluorouridine | hit rate 2.3% among 330,000; note: potency is the fitted concentration of half-maximal effect; % is set by controls: 0 for no effect and ±100 for the full control effect; nearly all actives have a fitted effect of over 55% in size
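Overnight (16 hr) co-exposure of 2,000 cells/well to 5-fluorouridine and compound at 37 °C preceded detection. Luciferase was quantified via ONE-Glo luminescence; loss of signal denotes inhibition.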
Integrin act MD: integrin-mediated muscular dystrophy alleviation activation. alpha7betagal myoblasts, beta-gal FDG fluorescence, 48 h. Potency, µM (doses to about 38.3 µM), for inactives: at the top dose activation, actives largely listed as activators. hit rate 0.064% among 350,000. AID 624291;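 note: potency is the fitted concentration of half-maximal effect; 100% = response of the positive control SU9516; nearly all actives have a fitted effect of over 60% in size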
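Alpha7betagal+/- myoblasts (passage 13) were plated 16-24 hr, then exposed to compounds (1:260 dilution of DMSO stock) for 48 hours at 37C. After MPER lysis, β-galactosidase reporter activity was read as FDG fluorescence (ex 480/em 540) after 30 minutes.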
TCR act: activators of T cell receptors | Potency, µM (highest dose often 9.22 µM), for inactives: at the top dose activation of IL-2 secretion, hits mostly activators | primary human leukocytes, anti-CD3, IL-2 HTRF, 48 h | 330,000 tested, under 10 active; note: % of control where 0% means no effect
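Primary human leukocytes receive a-CD3 beads and test compound and are incubated 48 hr. Secreted IL-2 is then assayed by HTRF, measuring 665nm acceptor emission after 320nm excitation of the europium donor.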
A-T KAP1 phos: potential ataxia-telangiectasia treatments restoring KAP-1 phosphorylation | […] A-T fibroblasts, KAP-1 phosphorylation AlphaLISA; neocarzinostatin DNA damage 30 min before lysis | Potency, µM (titrated, usually from 57.5 µM), for inactives: at the highest dose activation, most hits filed as activators | hit rate 0.19% among 320,000; note: potency is the fitted concentration of half-maximal effect; % of control where 0% means no effect; nearly all actives have a fitted effect of over 45% in size
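hTERT-immortalized A-T patient fibroblasts ([…]), 500 cells/well in OPTI-MEM, 1% FBS, got compounds for 60 min, then NCS for 30 min at 37C. Lysates were then assayed for phospho-KAP-1 by AlphaLISA (anti-pKAP1 donor, anti-KAP1 acceptor beads), 6 hr at 25C.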
ASM inhibitor: blocks human secretory acid sphingomyelinase; AID 504937; placental ASM, HMU-PC fluorogenic substrate, 60 min; hit rate 0.006% among 340,000; P17405; Potency, µM (doses to about 57.5 µM), for the others: at the highest dose activity change, negative = inhibition, hits mostly inhibitors; note: potency is the fitted concentration of half-maximal effect
Target sequence (P17405 47-631 limits assumed): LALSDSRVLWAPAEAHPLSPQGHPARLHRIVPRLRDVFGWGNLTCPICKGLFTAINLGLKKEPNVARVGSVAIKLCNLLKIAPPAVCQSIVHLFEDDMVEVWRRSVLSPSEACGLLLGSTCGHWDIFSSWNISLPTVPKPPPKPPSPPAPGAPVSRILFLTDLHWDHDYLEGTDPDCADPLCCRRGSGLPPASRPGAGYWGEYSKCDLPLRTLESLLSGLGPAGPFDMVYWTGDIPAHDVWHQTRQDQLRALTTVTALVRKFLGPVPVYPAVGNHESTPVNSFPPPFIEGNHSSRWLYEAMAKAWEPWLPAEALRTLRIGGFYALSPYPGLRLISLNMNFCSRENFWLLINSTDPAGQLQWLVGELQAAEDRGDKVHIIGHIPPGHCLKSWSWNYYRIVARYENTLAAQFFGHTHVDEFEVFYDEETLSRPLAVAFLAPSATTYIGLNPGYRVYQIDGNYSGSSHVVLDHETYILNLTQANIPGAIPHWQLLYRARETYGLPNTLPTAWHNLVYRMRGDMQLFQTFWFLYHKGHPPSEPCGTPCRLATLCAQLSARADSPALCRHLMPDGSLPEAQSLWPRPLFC
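Steps: dispense placental human ASM, pin compound, wait 10 min at room temperature, add HMU-PC0 substrate at 9 uM final, incubate 60 min at 37 °C, add stop solution raising pH to 10, read fluorescence.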
TSG101-PTAP inh: blocks PTAP/TSG101 interaction to inhibit HIV-1 budding. AID 493005. Q99816. 340,000 tested, under 10 active. Potency, µM (doses to about 115 µM), for the others: top-dose activity change, negative = inhibition, hits mostly inhibitors. Fluorescence polarization, FITC-PTAP peptide / Tsg101 binding; active = well fitted inhibition curve with a large enough effect in the main read-out, with a control signal flat, not every such curve was filed as active; inconclusive = small, poorly fitted or top-dose-only effect, or effect the other way, or a change in a side signal; inactive = no such curve, though single readings can be large or run the other way; note: potency is the fitted concentration of half-maximal effect; % of control where 0% means no effect
Target sequence (Q99816 whole entry, looked up): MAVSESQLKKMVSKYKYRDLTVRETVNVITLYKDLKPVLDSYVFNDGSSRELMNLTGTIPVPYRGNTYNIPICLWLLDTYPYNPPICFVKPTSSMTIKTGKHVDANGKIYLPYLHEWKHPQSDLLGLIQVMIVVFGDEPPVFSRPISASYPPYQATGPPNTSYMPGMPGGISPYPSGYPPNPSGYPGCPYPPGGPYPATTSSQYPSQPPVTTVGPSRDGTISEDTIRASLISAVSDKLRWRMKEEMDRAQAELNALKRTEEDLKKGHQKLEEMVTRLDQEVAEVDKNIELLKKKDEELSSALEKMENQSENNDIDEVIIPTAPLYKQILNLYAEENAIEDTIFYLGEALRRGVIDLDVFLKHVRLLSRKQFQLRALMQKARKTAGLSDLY
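Tsg101 binding domain (10 uM final) was mixed with compound and a FITC-labeled PTAP peptide (50 nM final) in HEPES pH 7.5 buffer with NaCl, Tween 20, EDTA and TCEP; fluorescence polarization was read after 20 min at r.t.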
BCR signal inh: chronic active BCR signaling inhibition | ABC-DLBCL IkBa-CBG/CBR reporter, luminescence ratio, 4 h | Potency, µM (doses to about 46.1 µM), for inactives: at the highest dose ratio change, negative = lower green/red ratio, most hits filed as inhibitors | hit rate 0.05% among 340,000; active = well fitted inhibition curve with a large enough effect in the signal ratio, with a control signal flat, not every such curve was filed as active; inconclusive = small, poorly fitted or top-dose-only effect, or effect the other way, or a change in a side signal; the % refers to the signal ratio;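 note: potency is the fitted concentration of half-maximal effect; plate controls were basal doxycycline-induced cells for no effect and cells given 10 µM MG132 for full effect; MG132 reads +100%, hits lower the ratio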
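Doxycycline induced both beetle luciferases in TMD8 lymphoma cells; IKK-driven degradation limits the IkappaBalpha-fused green signal, while red luminescence normalises for cell number and nonspecific effects. Compounds tested up to 46 uM, 4 hrs.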
Starred values were filed as active, the others as inactive; ? = inconclusive; . = not tested or not shown; [ ] = dose if it differs, or a comment. Unless noted, calls come from the whole dose curve; as a rule, active = well fitted curve in the direction sought with a large enough effect; inconclusive = small, poorly fitted or top-dose-only effect, or another doubt; inactive = no such curve, though single readings can be large; an effect the other way counts as inactive or inconclusive.

# | smiles | Tb PFK block | Mito fusion act | TSHR antagonist | Eya2 phos inh | ELG1 DNA repair | Integrin act MD | TCR act | A-T KAP1 phos | ASM inhibitor | TSG101-PTAP inh | BCR signal inh
1 | O=C(CNC(=O)c1ccccc1F)OCCCOC(=O)CNC(=O)c1ccccc1F | -7% | -2% | 5 | -14% | ? | 7% | 5% | 18% | 5% | -3% | -9%
2 | O=C(CCN1C(=O)S/C(=C\c2ccccc2)C1=O)N1CCCCC1 | -8% | -2% | 5 | -24% | 17% | -33% | -2% | -1% | -3% | -5% | -9%
3 | COc1cccc(NC(=O)CN(C)C(=O)[C@@H]2CCCN2C(=O)c2cccs2)c1 | 5% | . | -8 | 7% | 15% | -30% | . | 3% | 1% | -4% | -10%
4 | Cc1ccc2c(Cl)c(C(=O)NCC3CCCO3)sc2c1 (configuration not stated) | 2% | -1% | 0 | 4% | ? | 12% | 1% | 5% | 6% | -10% | -16%
5 | O=c1[nH]cnc2c1cnn2Cc1ccccc1 | -2% | 5% | 2 | -19% | 13% | -11% | -3% | 5% | 5% | -4% | ?
6 | Cc1ccc(C(=O)Nn2cnnc2)cc1 | -5% | -15% | 0 | -14% | 6% | -14% | 2% | 9% | 1% | -6% | -5%
7 | CCc1ccc(NC(=O)[C@H](NC(=O)[C@@H]2Cc3ccccc3CN2)c2ccccc2)cc1 | -1% | -10% | 5 | -12% | ? | ? | -2% | 20% | -6% | -1% | 1%
8 | CN(C(=O)c1ccccc1C(=O)OCC(=O)c1ccc(F)cc1)c1ccccc1 | 0% | -2% | 13 | 3% | -1% | 9% | . | 17% | -1% | -1% | 3%
9 | CCCN(CCC)C(=O)c1cc(-c2ccc3c(c2)OCO3)nc2ccccc12 | 3% | 14% | 20 | -33% | 18µM* | -35% | -38% | . | 42% | -2% | ?
10 | COC(=O)c1scc(S(=O)(=O)C(C)(C)C)c1N | -1% | -2% | -1 | ? | -6% | 28% | -4% | 1% | 1% | 0% | 11%
11 | O=C(N[C@H]1C/C=C\C[C@H](CC(=O)N(CCO)Cc2ccccc2)C(=O)N[C@H](Cc2c[nH]c3ccccc23)COC1=O)OCC1c2ccccc2-c2ccccc21 | 7% | . | -7 | -3% | ? | -17% | 13% | -4% | -7% | -2% | 3%
12 | CCOc1ccc(OCCC(=O)OCC(=O)NCc2ccc(Cl)cc2)cc1 | -8% | -2% | 4 | -7% | ? | -31% | . | -1% | -1% | 2% | 4%
13 | CC(C)(C)c1ccc(C(=O)C2CCCN(C(=O)CCn3cncn3)C2)cc1 (configuration not stated) | -1% | -1% | 8 | 14% | -3% | -17% | 0% | 18% | 0% | -4% | 1%
14 | NC(=O)c1ccc(NC(=O)CN2CCN(Cc3ccccc3)CC2)cc1 | 6% | -1% | 1 | -11% | 1% | -2% | 2% | 0% | 8% | -13% | 0%
15 | CCOC(=O)N1CCN(C(=O)c2cc(COc3ccc4ncccc4c3)on2)CC1 | -4% | -3% | -4 | 0% | 9.2µM* | -50%[inhibitor] | 7% | -3% | 3% | -2% | ?
16 | CC(=O)Nc1ccc(Cl)c(C(N)=O)c1 | 11% | 4% | 11 | -2% | -1% | 7% | . | 7% | 1% | . | 9%
17 | Cc1cccc(-c2noc(CCCC(=O)NCC3CCCO3)n2)c1 (configuration not stated) | 0% | 3% | 12 | -13% | -16% | 0% | -1% | -2% | -1% | -1% | ?
18 | CCCn1c(CNC(=O)c2ccccc2)nc2ccccc21 | -7% | -9% | 7 | -6% | -7% | 0% | . | 0% | -1% | . | -11%
19 | Cc1nc(NC(=O)COC(=O)CCc2nc3ccccc3s2)c(Cl)cc1Cl | 4% | 0% | -8 | -2% | 5% | 0% | -4%[46.1 µM] | -17% | 2% | -1% | 1%
20 | N#CC(c1ccc(Cl)cc1)c1cccc(Cl)n1 (configuration not stated) | -1% | 14% | 6 | 4% | -25% | 1% | 5% | 1% | 1% | -2% | -1%
21 | CCOC(=O)c1c(-c2ccccc2)csc1NC(=O)/C(C#N)=C/c1ccc(O)c(OC)c1 | 4% | 13% | 1 | 37% | ? | 9% | -4%[46.1 µM] | -6% | -23% | 26% | 24%
22 | OCc1nc2ccccc2n1CCCOc1ccccc1 | 5% | -3% | -5 | 0% | ? | -3% | 1% | 6% | -3% | -1% | -1%
23 | CS(=O)(=O)N(CC(=O)N1CCN(Cc2ccccc2)CC1)Cc1ccccc1 | -12% | -3% | 4 | -22% | -10% | 3% | -1% | -1% | 6% | -3% | 2%
24 | CCCc1nc(SCC(=O)Nc2nc3c(s2)CCCC3)c2ccccc2n1 | 4% | 1% | 22 | -16% | -11% | -57%[inhibitor] | . | 6% | -14% | -2% | 4%

Single entries from the entries so far.
In TCR act, `OCc1nc2ccccc2n1CCCOc1ccccc1` has 1%
In Eya2 phos inh, `CCc1ccc(NC(=O)[C@H](NC(=O)[C@@H]2Cc3ccccc3CN2)c2ccccc2)cc1` has -12%

One compound at a time, from the list above.
Entry for O=C(N[C@H]1C/C=C\C[C@H](CC(=O)N(CCO)Cc2ccccc2)C(=O)N[C@H](Cc2c[nH]c3ccccc23)COC1=O)OCC1c2ccccc2-c2ccccc21 = Tb PFK block: 7%; Mito fusion act: .; TSHR antagonist: -7; Eya2 phos inh: -3%; ELG1 DNA repair: ?; Integrin act MD: -17%; TCR act: 13%; A-T KAP1 phos: -4%; ASM inhibitor: -7%; TSG101-PTAP inh: -2%; BCR signal inh: 3%
Entry for CC(=O)Nc1ccc(Cl)c(C(N)=O)c1 = Tb PFK block: 11%; Mito fusion act: 4%; TSHR antagonist: 11; Eya2 phos inh: -2%; ELG1 DNA repair: -1%; Integrin act MD: 7%; TCR act: .; A-T KAP1 phos: 7%; ASM inhibitor: 1%; TSG101-PTAP inh: .; BCR signal inh: 9%

(further entries)
# | smiles | Tb PFK block | Mito fusion act | TSHR antagonist | Eya2 phos inh | ELG1 DNA repair | Integrin act MD | TCR act | A-T KAP1 phos | ASM inhibitor | TSG101-PTAP inh | BCR signal inh
25 | Cc1ccc(OCCNC(=O)c2ccccc2O)cc1 | 1% | -1% | -2 | -21% | 15% | 0% | 7% | 7% | -2% | 0% | 0%
26 | Cc1onc(-c2c(F)cccc2Cl)c1C(=O)Nc1cccc(Cn2cccn2)c1 | 0% | 1% | -3 | 2% | ? | 11% | . | -2% | 1% | . | -12%
27 | C[C@H](NS(=O)(=O)c1ccc(Cl)c(Cl)c1)C(=O)OCc1cc(=O)n2cc(Br)ccc2n1 | -17% | 0% | 22 | -8% | ? | -12% | 5%[46.1 µM] | -1% | -13% | -4% | 6%
28 | COc1ccc(NC(=O)CN(C)CC(=O)NC(=O)NC2CCCCC2)cc1 | -12% | 2% | -9 | 5% | -24% | -18% | -2% | -3% | 3% | -1% | 0%
29 | COc1ccc(S(=O)(=O)N2CCOCC2)cc1NC(=O)CCNC(=O)c1ccc(Br)cc1 | -11% | -4% | -6 | -25% | 3% | 16% | -8% | 0% | -9% | -2% | 0%
30 | CC(=O)c1ccc(OCc2cc(C(=O)NCCc3ccc(Cl)cc3)no2)cc1 | 1% | -5% | -3 | 5% | ? | -14% | -2% | 7% | -2% | -7% | 1%
31 | COCC(C)NC(=O)CCS(=O)(=O)c1nc(-c2ccc(OC)cc2)cc(C(F)(F)F)n1 (configuration not stated) | -9% | 6% | -2 | 4% | ? | -46%[inhibitor] | 3% | 4% | 4% | -3% | ?
32 | COc1ccc(CN2CCCC(CNC(=O)c3ccc(F)cc3)C2)cc1OC (configuration not stated) | 1% | 2% | 8 | -5% | -14% | 32% | -1% | 8% | 2% | -10% | 2%
33 | Cc1ccc(NC(=S)Nc2ccc(S(=O)(=O)N3CCOCC3)cc2)cc1S(=O)(=O)N1CCOCC1 | 3% | -1% | 6 | 3% | ? | 18% | 4% | 7% | -10% | 3% | 0%
